KLK7 zymogen act: proKLK7 zymogen activators, primary screen, biochemical, fluorescence intensity | Kallikrein-7 (Homo sapiens), P49862 | purified proKLK7, EDANS-DABCYL substrate fluorescence; 100% is mature enzyme control, 0% vehicle | activation, % at 7 µM | hit rate 0.9% among 370,000 | AID 652039, 2013;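 active means activation above the mean of all tested compounds plus 3 SD, computed per campaign excluding outliers beyond control limits, cut at about 13% in these data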
ADAM10 inh: human ADAM10 inhibitors, primary screen, biochemical, QFRET, HTS. Disintegrin and metalloproteinase domain-containing protein 10 (Homo sapiens), O14672. recombinant ADAM10, EDANS/DABCYL FRET peptide cleavage, 3 h. inhibition, % at 7 µM. hit rate 0.62% among 370,000. AID 720582, 2013;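 active means inhibition above a per-campaign cutoff equal to the mean of compounds falling between control-based bounds plus 3 SD, cut at about 20% in these data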;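 further: 0% = DMSO wells while the 100% control is not disclosed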
HGIII-sPLA2 inh: human group III sPLA2 inhibitors, primary screen, biochemical, QFRET, BODIPY PC-A2 liposome substrate | Group 3 secretory phospholipase A2 (Homo sapiens), Q9NZ20 | QFRET BODIPY PC-A2 liposome hydrolysis, fluorescence | inhibition, % at 12.2 µM | hit rate 0.56% among 370,000 | AID 743126, 2013;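 active means inhibition above mean plus 3 SD of compounds lying within the high and low control bounds, cut at about 19% in these data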;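 further: 0% = median of test compound wells and 100% = no enzyme DMSO wells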
Target sequence (Q9NZ20 whole entry, looked up): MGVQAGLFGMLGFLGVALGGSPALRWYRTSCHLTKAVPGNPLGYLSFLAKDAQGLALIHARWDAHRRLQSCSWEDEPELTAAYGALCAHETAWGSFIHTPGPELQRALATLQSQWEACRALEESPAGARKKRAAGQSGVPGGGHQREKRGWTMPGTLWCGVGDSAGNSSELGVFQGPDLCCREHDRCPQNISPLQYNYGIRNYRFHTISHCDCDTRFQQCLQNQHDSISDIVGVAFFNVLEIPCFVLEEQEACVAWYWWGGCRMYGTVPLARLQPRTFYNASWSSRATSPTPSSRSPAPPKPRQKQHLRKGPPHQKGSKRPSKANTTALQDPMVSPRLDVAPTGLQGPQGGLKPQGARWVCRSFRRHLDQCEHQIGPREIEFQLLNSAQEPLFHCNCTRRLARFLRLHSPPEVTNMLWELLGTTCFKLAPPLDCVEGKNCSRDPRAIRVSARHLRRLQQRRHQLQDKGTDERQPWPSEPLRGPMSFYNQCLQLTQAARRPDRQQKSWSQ
Tn6 DDE FP: inhibitors of Tn6 peptide binding to fibrin DD(E), primary screen, biochemical, fluorescence polarization, human fibrin, Tn6 probe | AID 720509, 2013 | Fibrin DD(E) TRITC-Tn6 fluorescence polarization displacement | inhibition, % at 8.3 µM | Fibrinogen beta chain (Homo sapiens), P02675 | hit rate 0.21% among 370,000;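 active means inhibition above a per-campaign cutoff: mean of compounds within control limits plus 3 SD, cut at about 15% in these data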;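 further: 0% = median of all compound wells on the plate and 100% = blocking peptide control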
ASAP1 GAP inh: inhibitors of human ASAP1 ArfGAP activity, primary screen, biochemical, fluorescence polarization; Arf-GAP with SH3 domain, ANK repeat and PH domain-containing protein 1 (Homo sapiens), …; ASAP1-stimulated ARF1 GTP hydrolysis, GDP FP detection; inhibition, % at 16.5 µM; hit rate 0.19% among 360,000; AID 624377, 2012; in the data active means inhibition above about 25%;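 further: 0% = vehicle with enzyme and substrate and 100% = no enzyme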
rCAG binder: binders of r(CAG) RNA repeats, primary screen, biochemical, fluorescence. inhibition, % at 3 µM. AID 651821, 2012. hit rate 1.3% among 370,000. r(CAG) RNA repeat, TO-PRO-1 dye displacement fluorescence;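 active means inhibition above the plate cutoff, the mean of all test compounds on that plate plus 3 SD, cut at about 35% in these data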;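 further: 0% = DMSO alone and 100% = 100 µM mitoxantrone as full dye displacement; higher means more dye released from RNA so lower well fluorescence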
GC-B act: human GC-B receptor activators, primary screen, HEK293 GC-B cells, cGMP TR-FRET, EC30 CNP; 0% at EC30 CNP, 100% saturating CNP; activation, % at 10 µM; hit rate 0.11% among 370,000;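 active means activation at 10 µM reaching about 35% in either raw or pattern-adjusted values, limit read from the data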
ARFGAP1 inhibitor: inhibitors of rat ARFGAP1 GAP activity, primary screen, biochemical, fluorescence polarization, GDP tracer | ADP-ribosylation factor GTPase-activating protein 1 (Rattus norvegicus), Q62848 | Arfgap1-stimulated ARF1 GTP hydrolysis, GDP FP detection | inhibition, % at 16.5 µM | hit rate 0.26% among 360,000;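 active means inhibition above a per-plate limit, mean inhibition of low control wells plus 3 SD, cut at about 25% in these data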;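 further: 0% = DMSO wells with enzyme and 100% = wells lacking Arfgap1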
Target sequence (Q62848 1-136 limits assumed): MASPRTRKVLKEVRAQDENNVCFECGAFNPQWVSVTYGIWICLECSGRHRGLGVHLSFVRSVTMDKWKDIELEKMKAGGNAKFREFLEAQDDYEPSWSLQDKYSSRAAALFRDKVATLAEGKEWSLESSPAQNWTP
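System: truncated rat Arfgap1 GAP domain / Benchmarks: high control wells lacking Arfgap1, low control full reaction with DMSO / Times: compound-enzyme preincubation 20 min, reaction 120 min, detection 60 min, 25 °C / Repeats: one replicate per compound / Also added: human ARF1(Δ1-17)-GTP substrate / Measured by: Tracer-displacement fluorescence polarization with EDTA stop, 620/688 nm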
NPR1 activator: GC-A stimulated cGMP production enhancers – HEK293 GC-A cells, cGMP TR-FRET, EC30 ANP, primary screen | hit rate 0.14% among 370,000 | activation, % at 10 µM | 0% at EC30 ANP, 100% saturating ANP | Atrial natriuretic peptide receptor 1 (Homo sapiens), P16066; in the data active means activation above about 40%
GAA850 FXN act: FXN promoter activators, primary screen, cell-based, luciferase luminescence, HEK293 lucGAA850; HEK293 lucGAA850 FXN promoter luciferase reporter, 24 h; percent of 10 µM SAHA response; activation, % at 6 µM; hit rate 0.56% among 360,000; AID 540364, 2011;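 active means activation above the average of all compounds screened plus 3 SD, cutoff fixed separately per campaign, cut at about 7.5% in these data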;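 further: 0% = DMSO wells and 100% = 10 µM SAHA wells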
The depositor's hits bear a star.

Short keys – A = KLK7 zymogen act; B = ADAM10 inh; C = HGIII-sPLA2 inh; D = Tn6 DDE FP; E = ASAP1 GAP inh; F = rCAG binder; G = GC-B act; H = ARFGAP1 inhibitor; I = NPR1 activator; J = GAA850 FXN act
CC1CN=C(Nc2ccc(F)cc2)S1 (configuration not stated)
  A: -0.1	B: 2.6	C: -2.6	D: -9.4	E: 9.2	F: 0.7	G: 2.5	H: -3.0	I: 2.1	J: 1.3

CN1[C@@H]2CC[C@H]1CC(OC1c3ccccc3CCc3ccccc31)C2 (some centres not stated)
  A: 0.0	B: -2.1	C: 7.5	D: -3.9	E: 2.1	F: 9.0	G: -26.7	H: 4.9	I: -32.8	J: -1.4

CCOC(=O)C(O)(c1ccc(N(CC)S(=O)(=O)c2ccc(C)cc2)cc1)C(F)(F)F (configuration not stated)
  A: -0.3	B: 13.8	C: -18.1	D: -2.8	E: -1.9	F: -1.4	G: -1.2	H: 3.9	I: -0.8	J: 0.8

Cc1ccc2c(c1)C(c1ccccc1)=NCC(=O)N2C
  A: -0.1	B: 3.9	C: 10.5	D: -1.6	E: -1.9	F: -4.2	G: 3.1	H: 4.7	I: 5.3	J: 4.8

Cc1ccc(N(C)C(=O)Oc2ccc(C(=O)c3ccc(Cl)cc3)cc2)cc1
  A: -0.3	B: -10.2	C: -10.5	D: 1.6	E: 8.2	F: -0.3	G: -2.1	H: -1.5	I: 5.6	J: -1.0

CNC(=O)CSP(=S)(OC)OC
  A: -0.1	B: 1.9	C: -4.0	D: -2.2	E: -9.2	F: 2.4	G: 7.4	H: 0.1	I: 1.5	J: 2.7

COc1ccc(CCNC(=O)c2c(N)n(CCN3CCOCC3)c3nc4ccccc4nc23)cc1
  A: -7.9	B: -114.2	C: -5.6	D: -4.2	E: 14.5	F: 5.1	G: 2.3	H: -4.1	I: 8.1	J: 0.8

Cc1cc(OCC(=O)N2C[C@H]3C[C@@H](C2)c2cccc(=O)n2C3)c2c(C)cc(=O)oc2c1
  A: 4.9	B: -321.9	C: 13.4	D: -0.1	E: 6.7	F: 1.1	G: -7.4	H: 5.8	I: 2.9	J: 1.7

COc1ccc(CNCCc2ccc3c(c2)OCO3)cc1Br
  A: -0.3	B: -12.1	C: -1.8	D: 9.2	E: -10.4	F: 1.3	G: 2.1	H: 1.7	I: -26.9	J: 0.2

CC(=O)[C@@]1(O)CCC2C3CC=C4C[C@@H](O)CC[C@]4(C)C3CC[C@@]21C (some centres not stated)
  A: 0.4	B: -8.4	C: 2.9	D: -5.5	E: 4.1	F: 0.7	G: -3.6	H: -3.4	I: -1.6	J: -1.5

CCN(CC)S(=O)(=O)c1cc(NC(=O)C(C)N2CC=C(c3ccccc3)CC2)ccc1C (configuration not stated)
  A: 0.0	B: 8.1	C: -8.6	D: 1.3	E: 5.5	F: 2.6	G: 2.1	H: 0.7	I: -5.1	J: -2.1

CNC(=O)Oc1cccc(-c2cn3cc(OC(=O)NC)ccc3n2)c1
  A: -17.0	B: -154.5	C: -17.2	D: 7.6	E: -3.2	F: 2.1	G: -1.8	H: -3.2	I: -2.5	J: 3.6

Part of the list above, with values under each structure.
Order of values: KLK7 zymogen act	ADAM10 inh	HGIII-sPLA2 inh	Tn6 DDE FP	ASAP1 GAP inh	rCAG binder	GC-B act	ARFGAP1 inhibitor	NPR1 activator	GAA850 FXN act
- CNC(=O)CSP(=S)(OC)OC
    -0.1	1.9	-4.0	-2.2	-9.2	2.4	7.4	0.1	1.5	2.7
- COc1ccc(CCNC(=O)c2c(N)n(CCN3CCOCC3)c3nc4ccccc4nc23)cc1
    -7.9	-114.2	-5.6	-4.2	14.5	5.1	2.3	-4.1	8.1	0.8
- Cc1cc(OCC(=O)N2C[C@H]3C[C@@H](C2)c2cccc(=O)n2C3)c2c(C)cc(=O)oc2c1
    4.9	-321.9	13.4	-0.1	6.7	1.1	-7.4	5.8	2.9	1.7
- COc1ccc(CNCCc2ccc3c(c2)OCO3)cc1Br
    -0.3	-12.1	-1.8	9.2	-10.4	1.3	2.1	1.7	-26.9	0.2
- CC(=O)[C@@]1(O)CCC2C3CC=C4C[C@@H](O)CC[C@]4(C)C3CC[C@@]21C (some centres not stated)
    0.4	-8.4	2.9	-5.5	4.1	0.7	-3.6	-3.4	-1.6	-1.5
- CCN(CC)S(=O)(=O)c1cc(NC(=O)C(C)N2CC=C(c3ccccc3)CC2)ccc1C (configuration not stated)
    0.0	8.1	-8.6	1.3	5.5	2.6	2.1	0.7	-5.1	-2.1
- CNC(=O)Oc1cccc(-c2cn3cc(OC(=O)NC)ccc3n2)c1
    -17.0	-154.5	-17.2	7.6	-3.2	2.1	-1.8	-3.2	-2.5	3.6

A portion of the library; the hit share may differ from the screen's.
